SUMO Mot1 rescue – SUMOylation pathway inhibition by Mot1-301 growth rescue; S. cerevisiae Mot1-301 growth rescue, ATP luminescence, 38.5C; percent above DMSO median, 100 means doubled; growth rescue, % at 18.8 µM; 320,000 compounds, 1% hits;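 active = every valid replicate shows activation above 250% relative to neutral control wells; inactive = the rest, any valid replicate at or below 250%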;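 also: OY570 slx delta 5 strain wells were the positive control but not used for scaling; some compounds called inactive have numbers as strong as hits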
PfHsp90 yeast 2 – growth inhibition of yeast expressing Plasmodium Hsp90 | AID 504621 | 310,000 compounds, 0.32% hits | S. cerevisiae expressing PfHsp90, BacTiter-Glo ATP, 48 h; yeast lacking PDR1 and PDR3 efflux regulators | inhibition, % at 9.4 µM;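 active = every replicate shows inhibition above about 80%, whatever the replicate mean, limit read from the data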;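 also: 0% = DMSO neutral controls and 100% = 20 µM radicicol positive controls; yeast relying on Plasmodium falciparum Hsp90 in place of its own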
Tat export inh – inhibitors of E. coli Tat protein transport; inhibition, % at 10 µM; E. coli MC4100 TorA-mCherry Tat export, fluorescence; 340,000 compounds, 0.036% hits;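 active = mean replicate inhibition at least 50% and at least half of replicates individually reaching 50%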;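 also: exported cargo escapes ClpAP degradation while cytoplasmic cargo is degraded and loses fluorescence; 0% = median of neutral control wells and 100% = median of NaSCN control wells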
PKA-R1A act – activators of PKA-R1A complex; activation, % at 11.4 µM; PKA-R1A dissociation, Cy5-IP20 fluorescence polarization; scaled: DMSO 0%, 113 µM cGMP 100%; 340,000 compounds, 0.083% hits;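 active = percent activation above the mean of all tested compounds plus 3 SD, cut at about 19% in these data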;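 also: higher means more PKAc released from R1A so a rise in polarization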
AddAB inh – less growth of phage-infected E. coli with AddAB. 330,000 compounds, 0.29% hits. inhibition, % at 11.9 µM. AID 435030. E. coli expressing H. pylori AddAB, absorbance growth; in the data active = inhibition above about 12%;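 also: 0% = vehicle wells of infected cells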
OPRM1-OPRD1 inv – inverse agonist of human OPRM1-OPRD1 heterodimerization | cell-based MOR-DOR heterodimer luminescence, inverse agonism | inhibition, % at 9.3 µM | 340,000 compounds, 0.21% hits; in the data active = inhibition above about 22%, passing the limit was not always enough;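 also: 0% = cells with DMSO and 100% = wells without cells with DMSO; values of inactives mirror those of a sister screen read the other way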
HTR5A inv ctr – inverse agonist of human HTR5A in OPRM1-OPRD1 counter-screen; 340,000 compounds, 0.083% hits; P47898; HTR5A cell line, luminescence, inverse agonism; inhibition, % at 9.3 µM; AID 504634; in the data active = inhibition mostly above about 23%, no sharp cut-off; inactive = mostly below about 18%;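 also: 0% = cells with DMSO and 100% = no-cell wells with DMSO; some compounds called inactive have numbers as strong as hits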
Target sequence (P47898 whole entry, looked up): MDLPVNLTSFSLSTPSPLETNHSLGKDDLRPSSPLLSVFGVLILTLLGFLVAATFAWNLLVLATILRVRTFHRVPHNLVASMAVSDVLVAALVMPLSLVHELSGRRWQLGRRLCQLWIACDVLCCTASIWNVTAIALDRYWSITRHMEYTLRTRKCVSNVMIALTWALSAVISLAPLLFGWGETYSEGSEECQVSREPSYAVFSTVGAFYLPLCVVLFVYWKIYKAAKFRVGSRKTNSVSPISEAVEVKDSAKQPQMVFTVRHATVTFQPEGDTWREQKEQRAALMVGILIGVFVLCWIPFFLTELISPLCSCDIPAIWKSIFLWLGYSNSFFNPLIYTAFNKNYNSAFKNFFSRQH
Ecoli viability – bacterial growth inhibition, counter-screen for AddAB inhibitors; E. coli V3065 growth, OD600 absorbance, 18 h; inhibition, % at 11.9 µM; 330,000 compounds, 0.27% hits; AID 449728;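 active = inhibition above the campaign's mean inhibition across all tested compounds plus 3 SD, cut at about 9.9% in these data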;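 also: uninfected addAB+ strain grown without phage in ampicillin broth; 0% = DMSO wells and 100% = ciprofloxacin 0.95 µg/ml wells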
phage Ecoli inh – E. coli growth loss with phage present; growth absorbance; inhibition, % at 11.9 µM; 360,000 compounds, 0.26% hits; AID 651602; in the data active = inhibition above about 11%
MOR-DOR ag – OPRM1-OPRD1 heterodimerization agonism; 340,000 compounds, 0.3% hits; activation, % at 9.3 µM; P35372+P41143; cells, luminescence; in the data active = activation above about 18%;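 also: 0% = vehicle-treated cells and 100% = reference agonist; values of inactives mirror those of a sister screen read the other way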
PKA-R2B act – activators of human PKA-R2B complex; AID 504700; P22694+P31323; PKA-R2B holoenzyme dissociation, Cy5-IP20 fluorescence polarization; R2B truncated from residue 108, S112A mutant; 0% DMSO only, 100% 113 µM cGMP; 340,000 compounds, 0.079% hits; activation, % at 11.4 µM;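 active = activation above a cutoff set at the mean over all compounds plus 3 SD, cut at about 18% in these data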;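 also: higher means more holoenzyme dissociation and a rise in polarization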
Target sequence (P31323 whole entry, looked up, other chains not shown, the tested form may be a part): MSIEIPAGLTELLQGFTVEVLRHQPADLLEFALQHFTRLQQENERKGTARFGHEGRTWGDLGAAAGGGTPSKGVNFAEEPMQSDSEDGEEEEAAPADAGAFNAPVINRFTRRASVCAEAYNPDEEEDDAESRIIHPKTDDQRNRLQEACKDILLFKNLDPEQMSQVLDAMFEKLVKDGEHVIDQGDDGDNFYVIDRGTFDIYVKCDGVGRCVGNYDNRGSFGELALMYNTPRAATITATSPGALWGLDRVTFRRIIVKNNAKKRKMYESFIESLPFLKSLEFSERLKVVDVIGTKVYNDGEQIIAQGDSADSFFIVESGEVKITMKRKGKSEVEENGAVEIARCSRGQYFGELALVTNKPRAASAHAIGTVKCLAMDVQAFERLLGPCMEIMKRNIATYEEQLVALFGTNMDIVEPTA
An asterisk follows results filed as active; x = no result given.

canonical_smiles	SUMO Mot1 rescue	PfHsp90 yeast 2	Tat export inh	PKA-R1A act	AddAB inh	OPRM1-OPRD1 inv	HTR5A inv ctr	Ecoli viability	phage Ecoli inh	MOR-DOR ag	PKA-R2B act
CCC1=C(OC(=O)N(CC)CC)N2C(=O)OC(=NCC(=O)OC)[C@]2(Cc2ccccc2)[C@H]2C1=CC[C@H]1C(=O)N(c3ccccc3)C(=O)[C@H]12	7	9	4	-5	4.1	-6	-22	4.7	1.7	1.1	-10
O=C(CCCCn1c(=O)[nH]c2ccsc2c1=O)NCc1cccnc1	-2	x	6	-4	2.8	-14	3	1.2	4.2	2.3	3
CCCCn1c(NCc2cccs2)nc2ccccc21	10	14	1	11	-0.8	12	14	0.0	4.5	-2.1	5
CC1CCN(S(=O)(=O)c2ccc3c(c2)C(=NO)c2cc(S(=O)(=O)N4CCC(C)CC4)ccc2-3)CC1	-4	-8	-3	-1	1.4	-178	-4	-1.4	0.1	30*	5
O=C(c1ccc(COc2c(F)c(F)cc(F)c2F)o1)N1CCN(c2ccc(Cl)cc2)CC1	-12	-35	0	-5	3.7	3	-2	2.1	0.6	-0.6	-1
CCOC(=O)c1oc2ccccc2c1NC(=O)c1ccc(S(=O)(=O)N2CCCC2)cc1	9	7	4	3	-0.4	-4	-11	0.8	4.0	0.7	-2
CC1CCN(CCCCOc2ccccc2Br)CC1	77	14	-9	-3	0.5	-2	6	-0.3	1.2	0.3	-1
Cc1cc(=O)n2nc(N3CCCC(C(=O)NCc4cccc(Cl)c4)C3)sc2n1 (stereo not drawn)	-12	1	-3	3	0.3	18	11	-2.7	2.5	-3.6	-14
COCCNC(=S)N/N=C/c1ccc(N2CCOCC2)cc1	1	1	1	-6	-1.6	8	-7	-1.5	0.5	-1.6	6
CCC(Sc1ccc2nnc(-c3ccc(F)cc3)n2n1)C(=O)O (stereo not drawn)	x	16	-6	-1	-1.5	23	-7	0.1	2.8	-4.3	0
O=C(CCn1c(=O)[nH]c2ccccc2c1=O)N1CC=C(c2ccccc2)CC1	-10	1	2	-2	-0.1	8	20	-3.2	2.9	-1.8	-3
Nn1c(SCC(=O)NCCC2=CCCCC2)nnc1C(F)(F)F	-7	-3	-3	-7	2.4	1	4	1.8	x	-0.1	-1
O=C(c1ccc([N+](=O)[O-])cc1)N1CCN(Cc2ccccc2[N+](=O)[O-])CC1	-10	11	-2	12	3.5	7	1	-1.6	3.4	-1.4	-12
CCCCS(=O)(=O)N1CCCC(C(=O)NCC2CCCO2)C1 (stereo not drawn)	9	1	-6	-3	0.2	5	-8	0.1	4.4	-1.0	6
CCS(=O)(=O)c1nnnn1-c1ccccc1S(C)(=O)=O	-28	x	-4	0	2.3	8	2	2.0	4.3	-1.5	1
CCOC(=O)c1[nH]c2cc3c(cc2c1NC(=O)CN1CCN(CCO)CC1)OCO3	18	-10	-4	1	-0.1	-4	-23	-0.2	-1.5	0.7	0
CCOC(=O)c1cnn(-c2nc(-c3ccccc3)cs2)c1C(F)(F)F	4	-62	12	-3	2.4	-11	-1	-1.9	5.0	2.4	-3
CCc1noc(C)c1C(=O)Nc1cccc2ncccc12	-20	-5	6	-8	1.6	13	-16	0.6	2.0	-2.3	1
CN1CC(C(=O)O)Cc2c1ccc1ccccc21 (stereo not drawn)	-15	4	2	-15	0.5	-12	-11	-0.7	2.1	2.3	-10
O=C1c2ccccc2C(=O)C1c1ccccn1	9	26	-4	-2	-0.3	14	-7	3.3	-1.6	-2.7	4
CCn1c(=S)sc2c(=O)n(-c3ccccc3)c(SCC(=O)NCc3ccco3)nc21	15	-5	-4	-3	-1.3	14	-2	-4.0	3.0	-2.6	-1
COc1ccccc1CNC(=O)C(=O)NCCC1CCCCN1S(=O)(=O)c1ccc(C)cc1 (stereo not drawn)	3	-13	6	2	1.1	7	-15	0.4	2.5	-1.3	-15
O=C(c1cccc2ccccc12)N1CCCCC1	172	-14	3	6	-0.9	6	-34	0.5	3.3	-1.1	-4
CCOC(=O)c1cccc(C2=CC(=O)C[C@H](c3ccc(OC)cc3)C2)c1	2	-91	3	-2	-0.6	-15	2	-1.4	x	2.6	4
c1ccc(C(c2ccccc2)c2noc(CN3CCN(C4CCCC4)CC3)n2)cc1	18	10	10	-2	1.0	10	6	0.3	3.4	-1.9	-10
O=C(Cn1c(=O)sc2ccccc21)NCc1ccccn1	22	-24	-11	3	6.0	3	10	2.6	4.5	-0.7	1
Cc1cccc(C(=O)c2cn[nH]c2-c2ccccc2O)c1	8	0	-11	9	3.0	14	-1	0.2	0.6	-3.0	0
Cn1cccc1/C=N\NC(=O)Cc1ccc(Br)c2ccccc12	44	2	4	15	-0.6	-70	-1	-0.7	5.1	9.8	0
CCC1CCCCN1C(=O)COC(=O)c1cccs1 (stereo not drawn)	-13	3	4	-7	2.2	6	-3	1.6	-0.9	-1.5	3
O=C(NCc1ccco1)c1sc(=S)n2c1[nH]c(=O)c1ccccc12	-3	-13	-1	-22	2.0	14	-6	1.0	0.2	-2.5	2
Cc1ccc(NC(=O)N2CCCC2C(=O)NCc2cccs2)cc1 (stereo not drawn)	8	21	4	-8	5.4	5	-8	0.2	2.4	-0.8	-2
CCOc1ccc(-c2nnc3ccc(SC)nn23)cc1	15	-8	4	-6	2.3	8	-16	0.7	1.9	-1.5	-1
CCCCCCCC(=O)N/N=C(\C)c1ccc(O)cc1O	2	-23	0	1	7.3	-4	29	-0.5	6.9	0.8	-9
CC1=Nn2c(nc3sc4c(c3c2=O)CCCC4)SC1	3	-27	-3	-13	1.8	8	1	-3.0	2.5	-1.1	2
COC(=O)c1ccc(-c2nc(-c3cccs3)no2)cc1	-17	25	-10	9	3.0	0	9	0.7	1.9	-0.1	-2
CC(C)N(Cc1nc(-c2ccc(Cl)cc2)no1)C(=O)CCC1CCCC1	19	13	17	-10	-1.0	-18	-5	-2.7	1.3	3.4	-12
Cc1ccccc1NC(=O)c1ccc(NC(=O)C2CCCO2)cc1 (stereo not drawn)	-15	3	0	6	2.8	2	-4	-0.4	x	-0.3	6
CCc1nc2oc3cc(OC)ccc3c(=O)c2c(=O)n1-c1ccccc1	13	x	0	5	0.5	9	-15	0.7	2.9	-1.9	0
CCCCn1c(N)c(N(CCOC)C(=O)C(C)N2C(=O)c3ccccc3C2=O)c(=O)[nH]c1=O (stereo not drawn)	-7	x	1	1	-0.8	15	14	-0.5	2.3	-2.8	6
Cc1nn(Cc2ccccc2)c(C)c1NS(=O)(=O)c1ccccc1	1	9	-7	9	0.6	18	-2	-1.9	-0.2	-3.4	-6
O=C(CN1C(=O)C2C3C=CC(C4CC34)C2C1=O)NCc1ccco1 (stereo not drawn)	-14	-3	-5	3	-0.3	24	5	-1.5	5.0	-5.0	-6
COc1ccc([N+](=O)[O-])cc1NC(=O)c1ccc(N(Cc2ccccc2Cl)S(C)(=O)=O)cc1	5	-21	5	-6	2.6	-1	-6	-1.2	4.5	0.2	5
O=C(CCN1CCOCC1)N/N=C/c1cc([N+](=O)[O-])ccc1OC(F)F	13	12	-4	-4	0.5	0	-1	-1.5	2.9	0.0	-5
CC(C)CCn1nnnc1CN1CCN(C(=O)c2ccco2)CC1	-13	-1	-4	5	2.8	18	-7	-1.6	-2.1	-3.4	2
O=C(CSc1ccccc1)Nc1ccc2c(c1)OCO2	5	-17	-4	4	5.7	16	-20	0.1	5.3	-3.0	0
CCOc1ccc(-c2cccc(NC(=O)c3ccc(Br)o3)c2)nn1	-6	7	6	5	3.5	1	17	2.8	3.4	-0.2	-3
COc1ccc(CCNc2ccc(C(CC(N)=O)NC(=O)c3ccc(Br)cc3)cc2[N+](=O)[O-])cc1 (stereo not drawn)	13	-10	-1	12	1.7	-7	7	-2.8	-3.2	1.3	-3
COc1cc(-c2nc(N)n[nH]2)cc(OC)c1OC	-5	15	-8	-4	-1.2	-2	3	-1.0	3.1	0.3	-1
Cc1ccc(CN2CCNC(=O)C2CC(=O)N2CCN(c3ncccn3)CC2)o1 (stereo not drawn)	-2	x	-1	8	6.0	12	11	0.9	-0.5	-2.6	5
CCOc1ccc2nc(N(CCCN(C)C)C(=O)c3ccc(S(=O)(=O)N4CCc5ccccc5C4)cc3)sc2c1	1	23	30	-11	-1.3	-12	-37	-2.9	4.3	2.2	-8
CCCCCCn1c(COc2ccccc2F)nnc1SCC(=O)NC1CCS(=O)(=O)C1 (stereo not drawn)	x	5	8	1	x	1	1	x	2.6	-0.1	4
Cc1cc(S(=O)(=O)Nc2cccc(Cl)c2)c(C)s1	21	13	-7	x	2.1	x	x	-1.5	4.6	x	x
CN(C)S(=O)(=O)c1cccc(NC(=O)COC(=O)/C=C/c2ccc([N+](=O)[O-])cc2)c1	6	10	-1	-5	0.5	-9	-15	0.1	-0.5	1.7	-13
COc1ccc(C(CC(=O)Nc2ncccc2C)N2Cc3ccccc3C2=O)cc1 (stereo not drawn)	-11	6	-2	-12	1.5	18	12	-1.6	2.5	-3.9	-1
COc1ccc(C)cc1NC(=O)c1ccc([N+](=O)[O-])cc1[N+](=O)[O-]	-5	-10	5	-2	3.3	-23	-22	-0.4	3.8	4.5	-8
CCC1([N+](=O)[O-])COC(c2ccc(OC)cc2)OC1 (stereo not drawn)	x	6	6	1	x	12	-8	x	1.9	-2.5	-9

Next section:
canonical_smiles	SUMO Mot1 rescue	PfHsp90 yeast 2	Tat export inh	PKA-R1A act	AddAB inh	OPRM1-OPRD1 inv	HTR5A inv ctr	Ecoli viability	phage Ecoli inh	MOR-DOR ag	PKA-R2B act
Nc1ncc(Br)cc1S(=O)(=O)NCCc1ccccc1	5	-8	4	-9	1.9	-25	-27	1.4	3.3	4.7	-3
CNC(=S)N1CCC(c2nc3ccccc3s2)CC1	-5	16	5	-11	4.2	11	1	0.3	2.8	-2.2	-10
CN1CCN(c2nc3c(c(=O)n(C)c(=O)n3C)n2CCSc2nnnn2-c2ccccc2)CC1	-17	20	5	-3	4.3	5	5	2.9	3.4	-1.1	7
CC(C)(C)c1ccc(/C=N/Nc2cccc(C(=O)O)c2)cc1	29	-8	4	-2	-0.2	19	-3	-1.1	3.8	-4.1	-7
CCC(=O)Nc1cccc(C(=O)Nc2nccs2)c1	16	-5	8	-8	0.3	11	5	-0.1	1.8	-2.2	-7
O=[N+]([O-])C(=C1Nc2ccccc2N1)/C(Cl)=C(/Cl)Br	3	4	-5	-4	2.1	-9	9	1.1	4.0	1.3	5
CCCN(CCC)CCCNC(=O)Cn1cnc2sc(C)c(S(=O)(=O)N3CCCCC3)c2c1=O	43	3	-3	7	3.9	12	2	0.1	-2.3	-2.2	8
CN(C)c1ccc(C=c2c3ccccc3n3c2c2ccccc2[n+]3C)cc1	x	-24	-5	-15	x	-35	-18	x	2.0	7.2	-18
